From PubChem BioAssay
FAS-TE inh – blocks the thioesterase domain of human fatty acid synthase. actives 0.67% (n = 360,000). inhibition, % at 15 µM. AID 602261. recombinant FAS-TE, OMFH fluorogenic substrate, fluorescence endpoint;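 active = compounds whose normalised, plate-corrected inhibition of enzyme fluorescence in the single-dose primary screen is 50% or more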;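 also: 0% = DMSO with enzyme and 100% = substrate without enzyme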
MsrA act – activates bovine MsrA enzyme; AID 602163; activation, % at 10.6 µM; actives 0.3% (n = 360,000); purified bovine MsrA, absorbance read-out; in the data active = activation above about 7.5%;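 also: 0% = vehicle and 100% = reference activator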
PABP1 MLLE inh – blocks PAM2 peptide binding to the PABP1 MLLE domain | P11940 | GST-MLLE / FITC-PAM2 fluorescence polarization | inhibition, % at 20 µM | actives 0.36% (n = 360,000); in the data active = inhibition above about 35%, passing the limit was not always enough;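 also: plate controls were DMSO wells with GST-MLLE for no effect and wells lacking GST-MLLE protein for full effect; some results filed as inactive read as strong as hits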
E coli Lon inh – E. coli protease La inhibition; purified E. coli Lon protease, fluorescence polarization; inhibition, % at 7.94 µM; actives 0.42% (n = 360,000); in the data active = inhibition above about 13%, passing the limit was not always enough;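 also: 0% = enzyme with probe and DMSO and 100% = no enzyme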
Target sequence (P0A9M0 whole entry, looked up): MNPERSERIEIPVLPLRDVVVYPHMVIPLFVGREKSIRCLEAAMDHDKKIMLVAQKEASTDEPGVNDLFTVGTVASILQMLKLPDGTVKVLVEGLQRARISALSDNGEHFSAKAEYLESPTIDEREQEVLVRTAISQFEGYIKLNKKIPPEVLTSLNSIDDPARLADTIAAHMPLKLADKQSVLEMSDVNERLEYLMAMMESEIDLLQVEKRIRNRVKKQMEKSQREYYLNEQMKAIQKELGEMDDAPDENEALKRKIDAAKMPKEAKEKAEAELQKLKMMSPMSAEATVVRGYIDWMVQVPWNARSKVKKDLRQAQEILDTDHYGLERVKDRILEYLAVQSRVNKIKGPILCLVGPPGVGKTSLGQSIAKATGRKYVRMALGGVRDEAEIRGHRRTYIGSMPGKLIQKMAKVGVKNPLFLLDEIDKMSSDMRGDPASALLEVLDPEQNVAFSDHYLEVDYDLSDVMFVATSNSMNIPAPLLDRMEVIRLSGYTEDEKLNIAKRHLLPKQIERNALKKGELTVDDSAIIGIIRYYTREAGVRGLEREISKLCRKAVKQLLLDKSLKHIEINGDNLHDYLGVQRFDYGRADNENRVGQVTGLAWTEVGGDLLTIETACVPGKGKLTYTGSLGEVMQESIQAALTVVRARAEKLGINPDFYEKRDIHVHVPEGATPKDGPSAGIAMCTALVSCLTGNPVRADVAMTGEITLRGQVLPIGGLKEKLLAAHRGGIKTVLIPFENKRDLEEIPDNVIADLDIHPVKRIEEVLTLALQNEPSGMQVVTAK
Rin1 Abl inh – inhibitors of human Rin1-Abl protein interaction; P00519+Q13671; TR-FRET Rin1/Abl binding, biochemical; inhibition, % at 7.35 µM; actives 0.4% (n = 360,000); in the data active = inhibition above about 5%, passing the limit was not always enough
Tb MetRS inh – blocks T. brucei methionyl-tRNA synthetase activity; AID 624268; purified T. brucei MetRS, ATP depletion, Kinase-Glo luminescence; actives 0.4% (n = 360,000); inhibition, % at 11.9 µM;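 active = inhibition above a per-plate cutoff of the control wells' mean inhibition plus 3 SD, cut at about 5.5% in these data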;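 also: 0% = DMSO wells median and 100% = median of wells with control inhibitor compound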
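Dosing: 11.9 µM compound single dose, 0.9% DMSO; Assay system: purified T. brucei MetRS enzyme; Measured by: Kinase-Glo luciferase luminescence reporting remaining unconsumed ATP; Schedule: 15 min plus 2 h at 25 °C.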
MsrA inh – bovine MsrA inhibition | purified bovine MsrA, absorbance read-out | inhibition, % at 15.5 µM | actives 0.75% (n = 360,000); in the data active = inhibition above about 4.5%;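 also: 0% = vehicle wells with enzyme and 100% = reference inhibitor wells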
CSN inh – inhibitors of human CSN-mediated cullin deneddylation; Purified CSN, SCF-Nedd8-OG deneddylation, fluorescence polarization; inhibition, % at 12.5 µM; actives 0.38% (n = 360,000); AID 651999;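 active = pattern-corrected inhibition above about 35%, with an unprinted fluorescence ratio check between 0.5 and 1.5, limit read from the data, passing the limit was not always enough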;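 also: 0% = enzyme with substrate and 100% = substrate without enzyme; some results filed as inactive read as strong as hits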
Target sequence (Q92905 whole entry, looked up, one chain of several): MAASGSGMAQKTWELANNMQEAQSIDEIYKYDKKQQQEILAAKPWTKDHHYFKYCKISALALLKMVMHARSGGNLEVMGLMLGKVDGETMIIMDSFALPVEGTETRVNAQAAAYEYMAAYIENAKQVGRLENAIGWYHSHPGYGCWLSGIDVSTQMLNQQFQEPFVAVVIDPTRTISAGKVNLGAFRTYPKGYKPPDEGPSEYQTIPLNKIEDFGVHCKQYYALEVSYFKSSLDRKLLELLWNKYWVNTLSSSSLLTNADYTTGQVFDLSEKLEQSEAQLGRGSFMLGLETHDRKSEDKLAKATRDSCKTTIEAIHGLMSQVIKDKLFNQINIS
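test system = HEK293T-derived human Csn5 enzyme | amount = 0.24 nM Csn5 enzyme, final concentration | medium = Tris/NaCl/DTT buffer, pH 7.5 | schedule = 90 min reaction at room temperature | signal = FP | evaluation = inhibition of Csn5 cleavage, % | compound dosing = single dose of 12.5 µM compound with 0.25% DMSO | probe or stimulus = 10 nM SCFSkp2-Nedd8OG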
Neddyl block – inhibitors of human cullin neddylation; P61081+Q13564; TR-FRET cullin neddylation, biochemical; calls only at 25 µM; actives 0.58% (n = 360,000); in the data active = inhibition above about 36%
* = called active by the depositor; i = inactive; x = not tested or not shown; + = active, no number. Not a hit list, and some 4% of all compounds hit somewhere here.

SMILES	FAS-TE inh	MsrA act	PABP1 MLLE inh	E coli Lon inh	Rin1 Abl inh	Tb MetRS inh	MsrA inh	CSN inh	Neddyl block
CCOC(=O)NN1C(=O)c2ccccc2NC1c1cccc(O)c1 (stereo not drawn)	-11	-5	4	0	1	-0.6	-0.3	-12	x
O=C1CC2c3ccccc3C1C1C(=O)N(CCc3ccccc3)C(=O)C21 (stereo not drawn)	0	-13	2	4	6	-1.1	-0.9	-3	i
CC(C)n1cc(/C=C2/NC(=O)NC2=O)c2ccccc21	-2	-3	-26	7	-3	0.2	0.1	-11	i
COc1ccc(CCN(C)CC(=O)Nc2cc(C)nc3ccccc23)cc1OC	-5	-1	-6	2	1	-0.1	-0.6	5	i
CCN(c1cccc(C)c1)S(=O)(=O)c1cnc[nH]1	-12	-2	5	-4	2	-0.7	1.7	-5	i
CCOC(=O)c1cn(CC)c2cc3c(cc2c1=O)OCO3	-6	-2	4	3	-2	-0.3	0.4	-2	i
CCOC(=O)c1c(NC(=O)CN2CCOCC2)sc2c1CC(C)(C)OC2	1	1	8	-2	4	-0.9	1.3	3	i
CCN(CC)C(=O)c1ccc(COc2ccc(Cl)c(C)c2)o1	19	-2	12	4	1	-0.8	0.4	-3	i
CCC(=O)N(c1ccc(C(=O)O)cc1)c1nc(-c2ccc(OC)cc2)c(C)s1	-9	-2	8	-4	6	-0.1	1.2	-7	i
O=[N+]([O-])c1ccc(-c2c(-c3ccccc3)ncc3cc(F)ccc23)cc1	24	-7	-14	17	0	-0.1	0.3	7	i
Cn1nc(-c2ccccc2)c(C(=O)Nc2ccc(Cl)cc2)c1Cl	2	-4	5	2	1	-1.1	0.5	0	i
COC(=O)c1ccc(C(=O)NC(=S)Nc2nc3c(s2)CCCC3)cc1	-5	-1	18	4	-2	0.8	-0.1	-9	i
C[C@@H]1CCC2[C@](C)(CO)[C@@H](O)CC[C@]2(C)[C@@]12CCC(CO)(CCO)O2 (stereo partly drawn)	-4	0	-6	-7	0	0.0	0.2	1	i
O=C(Cc1ccccc1)NNC(=S)Nc1ccc(Cl)cc1	-8	-3	37	-1	-2	-0.2	-0.1	1	i
CCCCC(C(=O)O)C(C)CC(=O)Nc1nccs1 (stereo not drawn)	-7	-10	6	-1	-1	-0.8	0.4	3	i
CCOC(=O)c1c(C)nc(-c2ccccc2)nc1NC(=O)C(C)C	-2	-4	-7	-3	-1	-0.1	0.5	0	i
COCCCn1c(-c2ccccc2)nc2ccccc2c1=O	-5	6	3	-4	0	-0.3	0.7	-1	i
O=C(NNC(=O)c1ccc(Cl)nc1)c1ccc(Br)cc1	-7	-3	-23	-2	3	-0.2	0.1	-2	i
CCOc1ccc(Cc2c(C)[nH]c3ccc(C(=O)O)cc3c2=S)cc1	-5	-4	27	3	3	-0.1	0.6	3	i
CC(=O)N1CCN(S(=O)(=O)c2cccc(C(=O)NNC(=O)c3ccc(Br)cc3)c2)CC1	-4	-2	13	-3	2	-0.1	0.5	-5	i
C=C1C[C@H]2[C@@H]3C=C(C)C4=CC(=O)CC[C@]4(C)[C@H]3CC[C@]2(C)[C@@]1(OC(C)=O)C(C)=O	6	-9	1	1	1	-1.5	-0.8	1	i
CC(Sc1nnc2ccccn12)C(N)=O (stereo not drawn)	-6	0	14	-8	-2	0.5	0.1	2	i
Cc1cccc(NS(=O)(=O)c2ccc(C)c(C(=O)NCCCN3CCOCC3)c2)c1	-2	-6	-2	10	0	-0.4	-0.5	2	i
Cn1cccc1C(C#N)c1ccccc1C#N (stereo not drawn)	0	4	6	-6	1	-0.6	0.5	3	i
Cn1c(/C(C#N)=C/c2ccncc2)nc2ccccc21	5	-11	9	9	3	-0.9	-0.9	-1	i
Clc1ccc(-c2csc(N3CCCCCC3)n2)cc1	27	-4	14	-5	-3	-0.9	-0.6	18	i
FC(F)C(F)(F)Oc1cccc(-c2n[nH]c(=S)n2Cc2ccccc2)c1	7	-1	-26	0	2	-0.4	-1.8	-6	i
Cc1ccccc1NC(=O)CSC(=O)c1ccccc1	-7	-3	44*	-8	4	-0.2	0.2	4	i
CC(C)OCCCn1c(=N)c(S(=O)(=O)c2ccccc2)cc2c(=O)n3ccccc3nc21	11	-2	3	1	-3	-0.5	-0.4	0	x
CN1CCN(c2ccccc2NC(=O)c2ccc(N3CCOCC3)c([N+](=O)[O-])c2)CC1	-2	-5	-2	-4	-1	-0.4	1.6	-2	i

Quoted from the listing:
Reading of Cc1cccc(NS(=O)(=O)c2ccc(C)c(C(=O)NCCCN3CCOCC3)c2)c1 under FAS-TE inh: -2
Reading of CN1CCN(c2ccccc2NC(=O)c2ccc(N3CCOCC3)c([N+](=O)[O-])c2)CC1 under PABP1 MLLE inh: -2
Reading of Cn1cccc1C(C#N)c1ccccc1C#N (stereo not drawn) under Rin1 Abl inh: 1
Reading of C=C1C[C@H]2[C@@H]3C=C(C)C4=CC(=O)CC[C@]4(C)[C@H]3CC[C@]2(C)[C@@]1(OC(C)=O)C(C)=O under Rin1 Abl inh: 1
Reading of Cn1c(/C(C#N)=C/c2ccncc2)nc2ccccc21 under MsrA inh: -0.9

(further entries)
SMILES	FAS-TE inh	MsrA act	PABP1 MLLE inh	E coli Lon inh	Rin1 Abl inh	Tb MetRS inh	MsrA inh	CSN inh	Neddyl block
CCN(CC)C(=O)CSc1nc2c(sc(=S)n2-c2ccccc2)c(=O)n1-c1ccc(OC)c(OC)c1	5	-2	8	5	-2	-0.7	1.3	-1	i
CCCCC1OC23CCCCC2C(C#N)(C#N)C1(C#N)C(=N)O3 (stereo not drawn)	0	-1	23	26*	-2	0.0	-0.5	-14	+
CC1(c2ccccc2)NC(=O)N(CC(=O)NNC(=O)c2cccc(Cl)c2)C1=O (stereo not drawn)	-4	-1	-63	15	3	-0.6	0.9	1	i
O=C(NCc1ccc(Cl)cc1)c1ccncc1	-5	-1	5	-5	1	0.0	0.7	-5	i
COc1ccccc1NS(=O)(=O)c1ccc(C)c(C(=O)NCC(c2ccco2)N2CCCCC2)c1 (stereo not drawn)	5	1	3	0	2	-0.1	-1.0	6	i
COc1c(OC(C)=O)ccc(/C=C/c2ccc3cccc(OC)c3n2)c1[N+](=O)[O-]	22	-11	14	-1	-3	0.2	1.6	-4	i
COc1ccc(S(=O)(=O)Nc2ccc(S(=O)(=O)N3CCCC3)cc2)cc1	-4	-1	1	-3	4	-1.0	1.5	2	i
O=C(NCC1CCCO1)c1ccc2c(c1)C(=O)N(C1CCCCC1)C2=O (stereo not drawn)	-4	1	7	0	3	-0.6	-0.7	-4	i
O=c1cc(CN2CCOCC2)c2c(ccc3ccccc32)o1	-2	-9	-8	-2	-3	-1.5	x	2	i
O=C(Nc1ncc(Cc2ccccc2)s1)C1=NCCN1	2	-7	-1	0	4	-0.7	2.0	3	i
CC(C)(C)c1ccc(CC(=O)N2CCC2(C)C(=O)Nc2cccc3ccccc23)cc1 (stereo not drawn)	28	-2	-5	6	-1	-0.3	-0.7	-5	i
COc1ccc(-n2c(SCC(=O)N3CCOCC3)nc(O)cc2=O)cc1	-3	-3	-13	-11	1	0.5	1.1	0	i
CSc1nsc2nc(=O)c(/C=C3\C=Nc4ccccc43)c(N)n12	-6	-3	3	-14	-4	0.8	0.8	2	i
Cc1onc(-c2c(Cl)cccc2Cl)c1C(=O)N1C=CC(C(F)(F)F)=NCC1	-2	-2	5	6	-3	-0.3	0.2	-2	i
CCC(C)Sc1nc(C)nc2c1c(=O)n(C)c(=O)n2C (stereo not drawn)	1	-1	15	-9	1	0.2	0.6	13	i
O=c1[nH][nH]c2c1[C@@H](c1ccc(F)cc1)O[C@H](C1CCCCC1)C2	-74	-5	x	5	x	-0.6	1.1	-2	i
C/C(CCc1ccco1)=N\NC(=O)CNc1c(Br)cc(Br)cc1Br	10	-2	-2	-7	3	1.1	0.4	-2	i
COc1ccc(C)cc1NC(=O)CSc1nnnn1Cc1ccccc1	-11	-10	1	4	1	-1.9	-0.9	-1	i
Cc1sc2ccccc2[n+]1CC(=O)O	-6	0	33	-1	-1	-0.4	1.6	0	i
N#Cc1cccc(NC(=O)CSc2n[nH]c(=O)[nH]c2=O)c1	-4	-2	1	-17	0	2.9	0.9	-5	i
COc1cc(C2C(C#N)=C(N)Oc3n[nH]c(C)c32)ccc1OC(=O)c1ccccc1 (stereo not drawn)	-2	-1	-10	9	0	0.3	0.6	6	i
Cc1ccc(-c2cc(NC(=O)c3ccccc3)on2)cc1	0	-1	19	0	-9	-0.8	-0.8	-2	i
COc1ccc(NC(=O)c2ccc(CNc3c(N4CCCC4)c(=O)c3=O)cc2)cc1Cl	-2	-9	0	6	0	-0.4	-0.3	3	i
CCOC(=O)N1CCN(C(=O)c2ccc3nc4ccc(Cl)cc4c(=O)n3c2)CC1	-1	-2	5	5	1	-0.9	0.8	1	x
COc1ccc(-c2nnc(SCC(=O)Nc3sc4c(c3C#N)CCCC4)n2-c2ccccc2)cc1	-12	-1	-25	5	5	-0.5	-0.5	-5	i
Cc1cc(N2CCN(c3ccccc3)CC2)n2c(n1)nc1ccccc12	-1	-8	-31	-18	-4	-1.0	0.1	5	x
CCCC(=O)n1nc(-c2cccnc2)nc1NCc1ccccc1	4	-1	2	0	-2	-0.2	2.0	1	i
Fc1ccccc1COc1ccc(C(=S)N2CCCC2)cc1	18	-2	16	4	-2	-0.3	-0.3	1	i
Cc1ccc(Cn2c(SC3CCOC3=O)nc3ccccc3c2=O)cc1 (stereo not drawn)	16	0	-5	-10	-1	-0.3	1.0	-5	i
CC1(c2ccc(Cl)cc2)NC(=O)N(CN2CCOCC2)C1=O (stereo not drawn)	-6	-3	-4	0	2	-0.1	0.4	-1	i

Quoted from above (2 entries):
SMILES	FAS-TE inh	MsrA act	PABP1 MLLE inh	E coli Lon inh	Rin1 Abl inh	Tb MetRS inh	MsrA inh	CSN inh	Neddyl block
COc1cc(C2C(C#N)=C(N)Oc3n[nH]c(C)c32)ccc1OC(=O)c1ccccc1 (stereo not drawn)	-2	-1	-10	9	0	0.3	0.6	6	i
Cc1ccc(-c2cc(NC(=O)c3ccccc3)on2)cc1	0	-1	19	0	-9	-0.8	-0.8	-2	i

Remaining list, next part.
SMILES	FAS-TE inh	MsrA act	PABP1 MLLE inh	E coli Lon inh	Rin1 Abl inh	Tb MetRS inh	MsrA inh	CSN inh	Neddyl block
COc1ccc(C/C(C)=N/NC(=O)c2cccnc2)cc1	-5	1	-7	-15	0	-0.4	0.2	3	i
O=C(c1ccccc1)N1CCN(C2CCCCCC2)CC1	-8	-6	-1	-7	3	-1.1	-0.9	-2	i
COCCNC(=O)C(C)Oc1ccc(Cl)cc1Cl (stereo not drawn)	-1	-2	2	-2	-1	1.5	-0.5	-7	i
O=C(Cn1nnc2c(cnn2-c2ccc(F)cc2)c1=O)c1ccccc1F	-6	-11	3	-2	2	-1.1	-0.2	1	i
COc1ccc(C(=O)C2CCCN(C(=O)c3cc(C)on3)C2)cc1F (stereo not drawn)	-5	-11	11	-4	3	-1.2	1.1	-3	i
O=C(COC(=O)/C=C/c1ccc2c(c1)OCO2)Nc1ccc(S(=O)(=O)N2CCCC2)cc1	27	-3	-12	-1	-1	-0.3	2.6	6	i
COC(=O)c1ccccc1C(=O)N(Cc1cccnc1)CC1CCCN(C2CCCCC2)C1 (stereo not drawn)	-2	-2	9	1	-3	-0.3	0.8	3	i
COc1ccc(C2=NOC(C(=O)NC(C)C)C2)cc1 (stereo not drawn)	-4	-4	-1	5	0	-0.6	-0.9	-6	i
Cc1ccccc1CSc1nc2n(n1)C(c1cccs1)C1=C(CCCC1=O)N2 (stereo not drawn)	9	-1	-3	9	-2	-0.6	0.1	1	+
CC(C(=O)NCc1ccccn1)c1ccc([N+](=O)[O-])cc1 (stereo not drawn)	-6	-15	25	-5	3	-1.4	-1.8	2	i
CCOc1cc(/C=N/OC(C)=O)ccc1OCc1ccccc1	3	-2	21	7	3	-0.6	1.9	-2	i
